L3MBTL1 block: qHTS Assay for the Inhibitors of L3MBTL1. Lethal(3)malignant brain tumor-like protein 1 (Homo sapiens), Q9Y468. AlphaScreen L3MBTL1–H3K9me1 peptide binding. Potency, µM (titrated, usually from 57.1 µM), inactives show top-dose activity, negative = inhibition, most hits filed as inhibitors. 0.66% of 230,000 active; note: nearly all actives have a fitted effect of over 60% in size
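L3MBTL1 50 nM + b-AHA-H3(1-15)K9me1 75 nM, 30 min RT; compound added, 30 min RT; streptavidin donor/Ni-chelate acceptor beads 10 ug/mL each final, 30 min RT dark; AlphaScreen read.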
ALDH1A1 block: qHTS Assay for Inhibitors of Aldehyde Dehydrogenase 1 (ALDH1A1) | Aldehyde dehydrogenase 1A1 (Homo sapiens), P00352 | Purified ALDH1A1, NADH fluorescence, propionaldehyde substrate | Potency, µM (top dose mostly 75.3 µM), without a hit: at the top dose activity, negative = inhibition, hits mostly inhibitors | 7.3% of 220,000 active | AID 1030, 2008; active = well fitted inhibition curve with a large enough effect, not every such curve was filed as active; inconclusive = small, poorly fitted or top-dose-only effect, or another doubt; inactive = no such curve, though single readings can be large or run the other way;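 note: plate controls were no enzyme wells and a reference inhibitor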
Tau fluor counter: Counterscreen qHTS for Inhibitors of Tau Fibril Formation, Fluorescence Polarization; tau K18 P301L Alexa594 fluorescence, heparin fibrillization; Potency, µM (highest dose often 57.7 µM), inactives show at the highest dose activity change, negative = decrease; 0.93% of 280,000 active; note: nearly all actives have a fitted effect of over 55% in size
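Human K18 P301L tau (15 uM unlabeled plus 0.24 uM Alexa 594-labeled, final) in 100 mM sodium acetate pH 7 was mixed with compound and 20 uM heparin and incubated 6 hr at 37 C.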
Tau fibril FP: qHTS for Inhibitors of Tau Fibril Formation, Fluorescence Polarization | K18 P301L tau heparin fibrillization, Alexa594 FP, 6 h | AID 1468, 2008 | Microtubule-associated protein tau (Homo sapiens), P10636 | Potency, µM (series often up to 57.7 µM), inactives show top-dose activity, negative = inhibition, usual class: inhibitors | 0.39% of 280,000 active; note: nearly all actives have a fitted effect of over 55% in size
Target sequence (P10636 561-689 P618L limits assumed): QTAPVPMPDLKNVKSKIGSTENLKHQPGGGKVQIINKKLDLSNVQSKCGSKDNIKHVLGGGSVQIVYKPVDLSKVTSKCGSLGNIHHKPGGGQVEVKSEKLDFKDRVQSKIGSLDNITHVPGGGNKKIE
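Human K18 P301L fragment (15 uM unlabeled plus 0.24 uM Alexa 594-labeled) in 100 mM sodium acetate pH 7 with compound, aggregation induced by 20 uM heparin for 6 hr at 37 C. ThT (30 uM) added for 1 hr, then Alexa 594 FP read.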
aGal spleen mod: qHTS Assay for Inhibitors and Activators of Human alpha-Galactosidase From Spleen Homogenate | human spleen homogenate, 4MU-alpha-Gal fluorescence, 40 min | AID 2107, 2009 | 0.008% of 240,000 active | Potency, µM (doses to about 80 µM), for inactives: at the highest dose activity change, negative = inhibition, hits mostly inhibitors;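 note: 0% = enzyme with vehicle and -100% = no enzyme basal signal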
Target sequence (P06280 32-429 limits assumed): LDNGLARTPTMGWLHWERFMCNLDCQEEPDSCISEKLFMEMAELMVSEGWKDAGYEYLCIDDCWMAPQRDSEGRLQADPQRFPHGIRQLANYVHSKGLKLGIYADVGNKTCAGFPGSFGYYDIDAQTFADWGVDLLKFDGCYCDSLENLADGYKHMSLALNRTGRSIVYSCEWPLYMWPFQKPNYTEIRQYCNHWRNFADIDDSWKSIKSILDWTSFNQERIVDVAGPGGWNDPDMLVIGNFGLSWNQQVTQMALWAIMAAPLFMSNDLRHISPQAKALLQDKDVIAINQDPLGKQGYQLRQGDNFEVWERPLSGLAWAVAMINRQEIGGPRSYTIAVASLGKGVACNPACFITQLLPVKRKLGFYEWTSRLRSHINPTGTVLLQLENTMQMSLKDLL
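Inhibition or activation of alpha-galactosidase in human spleen homogenate is scored by 4-MU fluorescence after 40 min at 37C, pH 5.0, with 1 mM substrate. AC50s come from concentration-response fitted to the Hill equation.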
Tau ThT inhib: qHTS for Inhibitors of Tau Fibril Formation, Thioflavin T Binding; Microtubule-associated protein tau (Homo sapiens), P10636; recombinant tau K18 P301L, heparin-induced fibrillization, ThT fluorescence; Potency, µM (series often up to 57.4 µM), for inactives: at the top dose activity, negative = inhibition, most hits filed as inhibitors; 2.1% of 270,000 active; AID 1460, 2008; note: nearly all actives have a fitted effect of over 55% in size
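Fibril formation assay: tau K18 P301L at 15 uM with trace Alexa 594 label, heparin inducer 20 uM, pH 7 sodium acetate buffer, 37 C for 6 hr; endpoint ThT signal.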
TRb-SRC2 inh: qHTS for Inhibitors of the Interaction of Thyroid Hormone Receptor and Steroid Receptor Coregulator 2; 0.065% of 280,000 active; AID 1469, 2008; Potency, µM (series often up to 106 µM), without a hit: at the highest dose activity change, negative = inhibition, actives largely listed as inhibitors; Thyroid hormone receptor beta (Homo sapiens), P10828; TRbeta-SRC2 peptide binding, fluorescence polarization; receptor liganded with 1 µM T3;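 note: plate controls were bound peptide for no effect and peptide without receptor for full effect; nearly all actives have a fitted effect of over 50% in size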
Target sequence (P10828 whole entry, looked up): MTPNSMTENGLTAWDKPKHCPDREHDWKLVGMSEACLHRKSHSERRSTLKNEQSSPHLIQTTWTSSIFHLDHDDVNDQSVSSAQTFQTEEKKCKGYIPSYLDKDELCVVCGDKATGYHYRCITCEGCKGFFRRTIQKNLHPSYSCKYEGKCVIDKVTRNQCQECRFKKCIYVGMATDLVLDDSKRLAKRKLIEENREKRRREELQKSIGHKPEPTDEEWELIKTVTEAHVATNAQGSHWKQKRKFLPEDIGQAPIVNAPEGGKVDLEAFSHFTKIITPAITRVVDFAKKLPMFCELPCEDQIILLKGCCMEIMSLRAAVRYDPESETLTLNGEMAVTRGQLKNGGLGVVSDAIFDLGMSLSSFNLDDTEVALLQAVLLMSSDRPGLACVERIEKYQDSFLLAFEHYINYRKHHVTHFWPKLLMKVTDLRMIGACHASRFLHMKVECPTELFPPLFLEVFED
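Human TRb LBD (0.6 uM) plus Texas Red-labeled SRC2 peptide (20 nM), 1uM T3, 5% DMSO, 5 hr at ambient temperature. Decreased polarization (555/632 nm) flags inhibition; data normalized to free and bound peptide controls.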
TR SRC2 fluor cs: Total Fluorescence Counterscreen for Inhibitors of the Interaction of Thyroid Hormone Receptor and Steroid Receptor Coregulator 2 | TRb/SRC2 Texas Red total fluorescence interference | Potency, µM (top dose mostly 106 µM), without a hit: at the top dose fluorescence change, negative = quenching | 0.29% of 280,000 active; active = well fitted curve in either direction with a large enough effect; inconclusive = small, poorly fitted or top-dose-only effect
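Human TRb ligand-binding domain at 0.6 uM with 20 nM Texas Red SRC2 peptide in Tris buffer containing 1 uM T3 and 5% DMSO, incubated with compound 5 h at ambient temperature. Total fluorescence (555/632 nm) calculated as parallel + 2 × perpendicular.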
Active calls of the source: *; ? = inconclusive; . = not tested or not shown; [ ] = remark or other dose. Unless noted, calls come from the whole dose curve; as a rule, active = well fitted curve in the direction sought with a large enough effect; inconclusive = small, poorly fitted or top-dose-only effect, or another doubt; inactive = no such curve, though single readings can be large; an effect the other way counts as inactive or inconclusive. Unless noted, % is set by controls: 0 for no effect and ±100 for the full control effect; potency is the fitted concentration of half-maximal effect.

Molecule	L3MBTL1 block	ALDH1A1 block	Tau fluor counter	Tau fibril FP	aGal spleen mod	Tau ThT inhib	TRb-SRC2 inh	TR SRC2 fluor cs
CCOC(=O)c1ccc(N2C(=O)CC(Sc3nc(O)c(CC)c(=O)[nH]3)C2=O)cc1 (stereo unspecified)	.	10µM*	6.3%	-0.4%	-0.9%	-5.7%	-0.7%	-1.1%
CC(C)c1ccc(OC(=O)c2cc(-c3ccccc3)on2)cc1	.	.	-19.1%	-4.5%	.	?	6.4%	2.7%
N#Cc1c(N)n(-c2ccccc2N)c2nc3ccccc3nc12	.	.	1.1%	-6.8%	5.9%	.	-12.4%	-1.7%
O=C(NC1CCCCC1)C(c1ccc(F)cc1)N(Cc1cccs1)C(=O)CN1C(=O)c2ccccc2S1(=O)=O (stereo unspecified)	6.0%	1.4%	5.5%	3.5%	4.1%	6.6%	-2.0%	-1.8%
O=C(NC1CC(=O)N(c2cccc(F)c2)C1)c1ccc(S(=O)(=O)N2CCCCC2)cc1 (stereo unspecified)	.	.	-5.7%	-7.4%	.	-1.6%	-0.5%	-0.5%
CC(C)CCn1c(=O)c2ccccc2n2c(COC(=O)c3ccc(S(=O)(=O)N(C)C)cc3)nnc12	-2.6%	?	-9.9%	0.6%	6.2%	-1.2%	0.7%	-2.4%
c1ccc(-c2nnsc2Sc2ccccn2)cc1	78.6%[activator]	?	-24.7%	-6.6%	-3.8%	-12.0%	-7.0%	0.3%
C=CCN1C(=O)C(Cc2ccccc2)S/C1=N/N=C/c1cccs1 (stereo unspecified)	.	-12.9%	-22.1%	-8.9%	6.3%	-10.9%	2.4%	2.4%
COc1cccc(N(CC(=O)NCCSc2ccccn2)S(C)(=O)=O)c1	.	12.0%	0.3%	7.7%	-5.7%	3.5%	-2.2%	2.0%
O=C(CSc1ccc(-c2ccccc2)nn1)c1cccs1	18.4%	-9.9%	-27.9%	4.2%	-3.3%	?	1.7%	1.4%
CCOC(=O)N1CCC(=NNC(=O)COc2ccc(OC)cc2)CC1	6.3%	?	-7.7%	-12.2%	-3.0%	-4.1%	4.4%	-3.9%
COc1cc(OC)c(N(C)C(=O)c2nn(C)c3c2CSc2ccccc2-3)cc1Cl	.	.	1.4%	-2.4%	.	10.2%	6.8%	0.4%
CC(C)OC(=O)C1=C(N)N2C(=O)CSC2=C(C(=O)OC(C)C)C1	0.8%	?	-1.6%	3.7%	3.7%	-14.8%	-16.4%	-4.8%
c1ccc(-c2nn3nnnc3c3ccccc23)cc1	6.2%	3.4%	-4.4%	6.0%	-1.2%	-9.5%	-17.1%	2.5%
C=CCN1CCc2c(cc(O)c(O)c2Cl)C(c2cccc(C)c2)C1 (stereo unspecified)	.	1.7%	-21.4%	10.3%	2.0%	-16.6%	0.4%	1.9%
COC(=O)[C@@H]1CC[C@H](C)[C@@H](c2ccc(C)cc2)N1C(=O)c1ccc(/C=N\O[C@@H](C)c2cc(-c3c(C)cc(C)cc3C)no2)cc1	.	8.3%[13.5 µM]	-6.8%[11.6 µM]	-5.9%[11.6 µM]	-23.8%[17.5 µM]	-11.9%[11.5 µM]	-18.9%[11.2 µM]	?
Cc1ccc(NC(=O)CN2CCCCCC2)cc1[N+](=O)[O-]	4.7%	7.9%	-7.3%	-3.0%	5.9%	1.8%	0.7%	-0.4%
CCOC(=O)c1cccc(NC(=O)CCc2nc(-c3ccc(C)cc3)no2)c1	-0.8%	1.6%	-25.8%	?	-2.6%	-1.9%	-3.1%	-0.7%
COc1ccc(-c2ccc(SCC(=O)Nc3nccs3)nn2)cc1OC	-3.8%	7.5%	-12.6%	-5.5%	-4.6%	?	0.5%	-3.8%
Cn1c(SCC(=O)NCc2cccs2)nnc1-c1ccco1	4.7%	4.7%	3.6%	7.0%	6.2%	1.3%	-2.7%	-1.3%
CCc1ccc(OCCOCC(O)CN(CCO)CCO)cc1 (stereo unspecified)	8.0%	4.2%	8.1%	-7.4%	-3.4%	3.5%	9.0%	8.3%
Clc1ccc(Oc2cnc3ccccc3n2)cc1	44.5%[activator]	10.9%	-12.6%	-11.6%	-2.6%	-14.6%	-5.7%	-0.6%
Cc1ccc(NC(=O)CS(=O)CC(=O)N(CC(=O)NC2CCCC2)c2ccc3c(c2)OCCO3)cc1 (stereo unspecified)	-2.9%	0.9%	6.9%	1.9%	-5.2%	0.4%	3.5%	-0.8%
C/C(=N\N=C(N)N)c1ccc(C)c(C)c1	1.2%	1.4%	-8.8%	-1.5%	1.7%	-4.5%	-4.5%	-3.4%
CCOC(=O)c1c(NC(=O)C2CC2)sc(C)c1CC	7.6%	22.4µM*	-21.5%	?	3.2%	28.2µM*	5.7%	-3.7%
CC(=O)c1ccc(S(=O)(=O)Nc2ccc(-c3ccc(N4CCCCCC4)nn3)cc2)cc1	.	.	?	?	.	-11.8%	-0.9%	1.7%
Cn1nc(C(C)(C)C)c([N+](=O)[O-])c1C(N)=O	3.3%	.	6.4%	0.5%	5.8%	9.4%	-3.4%	0.6%
CN(C)S(=O)(=O)c1ccc(N2CCCC2)c(C(=O)Nc2nc3ccccc3s2)c1	-5.4%	?	-7.4%	-6.2%	0.2%	-11.2%	6.2%	-0.8%
CCOc1ccc(N(CC)C(=O)CCNC(=O)Cn2ccc3ccccc3c2=O)cc1	.	0.0%	-2.2%	3.8%	4.4%	-2.3%	-13.8%	-10.5%
CCc1nc(N(CC)CC)c2oc3ccccc3c2n1	12.2%	-2.5%	-2.5%	0.6%	0.0%	?	5.5%	-0.2%
Cc1cc2cc(CN(Cc3cccs3)C(=S)NCc3ccco3)c(=O)[nH]c2cc1C	-9.0%	?	-19.3%	-6.0%	0.8%	-10.3%	4.2%	0.1%
NC(=O)c1ccsc1NC(=O)Cc1ccc([N+](=O)[O-])cc1	.	-2.4%	-26.4%	3.0%	9.6%	?	-6.7%	-2.5%
Cc1ccc(Oc2ccc(N)cc2)cc1	-12.5%	17.8µM*	-20.2%	3.8%	-0.1%	?	0.7%	-0.4%
NC(=O)c1ccc(-n2nc(C(F)(F)F)c3c2CCCC3)cc1	4.4%	9.8%	-15.3%	-0.7%	5.3%	-7.2%	-7.5%	-0.7%
COc1ccccc1NS(=O)(=O)c1ccc(C)c(NC(=O)NC2CCCCC2)c1	5.1%	-5.2%	8.9%	-0.2%	2.3%	9.8%	4.6%	-0.6%
CCOc1cc(C)ccc1OCc1nnc(SCC(=O)c2cccc([N+](=O)[O-])c2)n1C	-0.8%	6.0%	-17.3%	0.9%	-0.4%	?	-8.8%	-3.2%
Cc1cc(C)cc(Nc2ccc(C(=O)O)cc2N)c1	?	?	-11.4%	5.7%	?	?	?	-15.0%
COc1ccc(/C=C/C(=O)c2ccoc2)cc1	-3.8%	?	3.1%	17.4%	1.2%	?	-3.9%	-3.3%
Nc1nnc(C(c2ccccc2)c2ccccc2)s1	-3.8%	?	-11.0%	1.7%	-4.8%	-10.3%	6.2%	-0.5%
O=C(NCCCn1ccnc1)C(=O)NCC(c1cccnc1)N1CCN(c2ccccc2)CC1 (stereo unspecified)	-10.6%	-4.5%	-8.8%	-6.5%	-3.0%	-14.7%	4.3%	0.6%
O=c1[nH]c(CSc2ncnc3sc(-c4ccccc4)cc23)nc2ccccc12	51.2%[activator]	?	-17.8%	7.8%	2.5%	?	-3.7%	-6.2%
CN(Cc1ccccc1)S(=O)(=O)c1ccc(NC(=S)NC(=O)C2CCCC2)cc1	-4.6%	?	?	-9.0%	-11.4%	-4.2%	9.3%	-3.5%
CCC(C(=O)O)n1nnc(-c2ccc(-c3ccc(OC)cc3)cc2)n1 (stereo unspecified)	.	?	-6.7%	-4.6%	-4.2%	-14.9%	-14.7%	-1.4%
CCOc1ccc(-c2c(C(=O)N/N=C/c3ccc(OC(C)C)cc3)nnn2-c2nonc2N)cc1	-9.1%	?	7.5%	10.7%	6.1%	11.9%	-0.2%	6.2%
COc1ccccc1NC(=O)/C(=C/c1cccc([N+](=O)[O-])c1)c1ccccc1	-18.5%	-5.0%	?	13.3%	8.3%	-19.7%	7.2%	-0.4%
Cn1c(SCC(=O)N2CCCc3ccccc32)ncc(C(=O)Nc2ccccc2)c1=O	.	.	-21.7%	-11.0%	.	?	5.1%	-0.8%
CCN(CC)S(=O)(=O)c1ccc(NC(=O)CN(c2ccc(OC)cc2OC)S(C)(=O)=O)cc1	3.0%	-13.2%	-11.9%	2.4%	-10.5%	-4.3%	-16.9%	0.0%

Record cards (already shown).
Listed for c1ccc(-c2nn3nnnc3c3ccccc23)cc1 → L3MBTL1 block: 6.2%; ALDH1A1 block: 3.4%; Tau fluor counter: -4.4%; Tau fibril FP: 6.0%; aGal spleen mod: -1.2%; Tau ThT inhib: -9.5%; TRb-SRC2 inh: -17.1%; TR SRC2 fluor cs: 2.5%
Listed for CN(Cc1ccccc1)S(=O)(=O)c1ccc(NC(=S)NC(=O)C2CCCC2)cc1 → L3MBTL1 block: -4.6%; ALDH1A1 block: ?; Tau fluor counter: ?; Tau fibril FP: -9.0%; aGal spleen mod: -11.4%; Tau ThT inhib: -4.2%; TRb-SRC2 inh: 9.3%; TR SRC2 fluor cs: -3.5%

Assay outcomes as filed in PubChem.

Not a hit list; 8.5% or so of the library scored in one or more.
